NPYLR7 agonist: activates Aedes aegypti NPYLR7 receptor; HEK293T NPYLR7/Galpha15, GCaMP6s calcium fluorescence; activation, % at 10 µM; 270,000 compounds, 0.15% hits; AID 1259423; in the data active = activation above about 40%;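 also: 0% = vehicle and 100% = reference agonist at the receptor; some compounds past the cut are filed as inactive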
hcGAS inh: inhibitors of human cGAS; recombinant h-cGAS, ATP depletion, Kinase-Glo luminescence; inhibition, % at 12.5 µM; 290,000 compounds, 0.081% hits;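 also: 0% = vehicle reaction and 100% = reaction without DNA for no activity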
Target sequence (Q8N884 whole entry, looked up): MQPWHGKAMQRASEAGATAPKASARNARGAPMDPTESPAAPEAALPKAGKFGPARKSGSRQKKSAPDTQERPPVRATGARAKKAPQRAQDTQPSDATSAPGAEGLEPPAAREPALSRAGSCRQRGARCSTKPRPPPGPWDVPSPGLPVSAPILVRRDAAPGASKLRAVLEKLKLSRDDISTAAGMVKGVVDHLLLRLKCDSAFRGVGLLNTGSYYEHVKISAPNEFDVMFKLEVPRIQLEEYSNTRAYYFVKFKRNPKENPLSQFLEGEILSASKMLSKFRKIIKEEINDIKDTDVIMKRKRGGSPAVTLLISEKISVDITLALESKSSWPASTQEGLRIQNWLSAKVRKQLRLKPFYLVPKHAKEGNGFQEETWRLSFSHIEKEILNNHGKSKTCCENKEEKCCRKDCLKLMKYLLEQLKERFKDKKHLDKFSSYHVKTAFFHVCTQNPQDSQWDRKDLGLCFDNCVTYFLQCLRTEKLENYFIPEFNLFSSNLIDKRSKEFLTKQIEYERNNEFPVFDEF
mcGAS inh: mouse cGAS inhibition by luminescence. Q8C6L5. 160,000 compounds, 0.15% hits. recombinant cGAS, Kinase-Glo ATP depletion luminescence. inhibition, % at 12.5 µM;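 also: 0% = negative control wells and 100% = reference inhibitor with no enzyme activity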
* marks the source's active call; other numbers are inactive results; x = no result given. Rule as the data show it, unless noted: active = inhibition above about 40%; inactive = the rest.

SMILES	NPYLR7 agonist	hcGAS inh	mcGAS inh
COCCNc1nc(N)c([N+](=O)[O-])c(NCCO)n1	18.3	-5.7	x
COC(=O)c1sccc1NC(=O)C=Cc1cc(OC)ccc1OC	-11.4	5.9	-0.4
Cc1cc2cc(CCNS(C)(=O)=O)c(=O)[nH]c2cc1C	2.7	-7.3	x
Cc1ccccc1Cn1c(=O)c2c(nc3n(Cc4ccco4)c(C)c(C)n23)n(C)c1=O	-1.9	-8.6	-8.7
CCOC(=O)COc1cccc(NC(=O)c2ccc(F)cc2Br)c1	15.3	-8.9	-13.2
CCOC(=O)c1cn2nc(-c3cccnc3)nc2nc1C	15.5	-4.6	x
C=CCN1C(=O)C2(c3ccccc31)c1c(oc3ccccc3c1=O)C(=O)N2CCO (centres undefined)	8.1	-4.2	-3.8
COC(=O)[C@@H]1C[C@@H](NC(=O)Cn2ncc3ccccc32)CN1C	-2.7	-2.7	x
CCNC(=S)N(CCOC)Cc1c(-c2cccc(C)c2)noc1N1CCCC1	8.3	-3.5	-5.1
O=C(CSc1ncccn1)NCc1cc(-c2ccc3c(c2)OCCO3)on1	10.6	0.2	-0.1
CCn1c(C2CCN(Cc3cnn4c(C)cc(C)nc34)CC2)nn(C)c1=O	7.7	-2.6	-17.7
CCc1nc2ccc(C(=O)NCCCN3CCCC3=O)cn2c1N(C)C(=O)c1cccc(OC)c1	3.9	2.1	1.4

Quoted at random: 2 entries already listed.
SMILES	NPYLR7 agonist	hcGAS inh	mcGAS inh
COCCNc1nc(N)c([N+](=O)[O-])c(NCCO)n1	18.3	-5.7	x
CCOC(=O)COc1cccc(NC(=O)c2ccc(F)cc2Br)c1	15.3	-8.9	-13.2

By substructure: the compounds so far with sulfur (4)
SMILES	NPYLR7 agonist	hcGAS inh	mcGAS inh
COC(=O)c1sccc1NC(=O)C=Cc1cc(OC)ccc1OC	-11.4	5.9	-0.4
Cc1cc2cc(CCNS(C)(=O)=O)c(=O)[nH]c2cc1C	2.7	-7.3	x
CCNC(=S)N(CCOC)Cc1c(-c2cccc(C)c2)noc1N1CCCC1	8.3	-3.5	-5.1
O=C(CSc1ncccn1)NCc1cc(-c2ccc3c(c2)OCCO3)on1	10.6	0.2	-0.1

Following part
SMILES	NPYLR7 agonist	hcGAS inh	mcGAS inh
O=C1NCCN(CCCc2ccccc2)C1CC(=O)N1CCCCO1 (centres undefined)	0.4	-8.2	-10.8
C=CCn1c(SCCO)nc2sc3c(c2c1=O)CCCC3	-1.3	-13.4	x
CC1C2(C)OC(=N)C(C#N)(C(c3ccccc3)O2)C1(C#N)C#N (centres undefined)	23.7	-6.9	x
COc1ccc(-c2cc(C(=O)Nc3ccc(F)cc3)n3nc(C(C)(C)C)cc3n2)cc1	12.7	-8.0	-6.5
Nc1nc2c(s1)CCC2	10.9	-1.9	x
O=C(Cc1ccc(S(=O)(=O)N2CCOCC2)s1)Nc1nnc(C2CC2)s1	6.7	6.8	x
Clc1cc(CSc2nccn2C2CC2)cc2c1OCO2	7.3	-14.8	x
CC(C)CN(CC1CCCO1)C(=O)CN1CC2=C(C1=O)C(c1ccccc1C(F)(F)F)NC(=O)N2C (centres undefined)	0.1	-8.3	-6.2
NCc1ccc(CS(N)(=O)=O)cc1	1.9	-6.6	x
CO[C@H]1C=CO[C@@]2(C)Oc3c(C)c(O)c4c(O)c(c5c(nc6cc(C)ccn65)c4c3C2=O)NC(=O)C(C)=CC=C[C@H](C)[C@H](O)[C@@H](C)[C@@H](O)[C@@H](C)[C@H](OC(C)=O)[C@@H]1C	-4.6	-3.4	x
COc1ccc(OC)c(C2c3cccn3CCN2C(=O)NCc2ccccc2)c1 (centres undefined)	3.0	5.6	x
CCOc1ccc(-n2c(SCC(=O)NCC3CCCO3)nc3c([nH]c4ccccc43)c2=O)cc1 (centres undefined)	0.6	7.1	-3.6

One compound at a time, from the list above. Order of screens: NPYLR7 agonist, hcGAS inh, mcGAS inh
C=CCn1c(SCCO)nc2sc3c(c2c1=O)CCCC3 as listed: -1.3, -13.4, x
CCOc1ccc(-n2c(SCC(=O)NCC3CCCO3)nc3c([nH]c4ccccc43)c2=O)cc1 (centres undefined) as listed: 0.6, 7.1, -3.6

New compounds follow
SMILES	NPYLR7 agonist	hcGAS inh	mcGAS inh
CC(C(=O)NCc1cccs1)S(=O)(=O)c1ccc(C(F)(F)F)cn1 (centres undefined)	5.1	-7.0	x
COc1ccc(CNC(=O)C2CCC(=O)N(C3CCCCCC3)C2)c(OC)c1 (centres undefined)	21.0	-7.0	x
COc1cccc(-c2nc3c(C)cccn3c2NC2CCCCC2)c1	-1.3	-1.6	-5.1
Cn1c(Cl)cnc1CN1CCCc2c(C(N)=O)cccc21	9.6	-2.4	x
CCCNC(=S)N1CCc2cc(OC)c(OC)cc2C1CNC(=O)C1CC1 (centres undefined)	x	0.1	-7.8
CC(C)=CC(=O)N1CC(=O)N2CC(C)c3ccccc3C2C1 (centres undefined)	-3.3	-10.7	-9.8
CCCC(=O)Nc1c(-c2ccc(OC)c(OC)c2)c(=O)c2ccccc2n1C	3.2	-0.8	x
COc1ccc2c(-c3ccccc3)cc(=O)n(CC(O)c3ccc(F)cc3)c2c1 (centres undefined)	-3.3	-4.5	x
Cc1ccc(Cc2nc(N3CCCN(C(=O)CCc4ccccc4)CC3)c3c(-c4ccc5ccccc5c4)noc3n2)cc1	17.7	-1.5	-7.4
Cc1ccc(C(C)C)c(OCC(=O)Nc2ccc3c(c2)OCO3)c1	-1.4	-3.7	x
O=C1Cc2cc(-c3csc(NCC4CCCO4)n3)ccc2N1 (centres undefined)	-9.7	-0.1	x
COCCN1CCC(C(=O)N2CCOc3ccc(Cl)cc3C2)C1 (centres undefined)	-0.9	-0.5	x
O=C(NCC1(c2ccccc2)CCCCC1)c1ccoc1	9.1	-8.3	-5.9
CCc1[nH]nc(C(=O)NC2CCCN(CC3CCCCC3)C2)c1C (centres undefined)	3.2	-7.5	x
CN(c1ccccc1)S(=O)(=O)c1ccc(OCCCC(=O)O)c(F)c1	22.1	-6.0	-17.6
CCOC(=O)Cn1c(=O)c2c(nc3n2CCN3c2ccccc2)n(C)c1=O	8.1	-4.2	x
CCOC(=O)N1CCN(c2c(NCC3CCCO3)c(=O)c2=O)CC1 (centres undefined)	1.1	0.5	0.6
FC(F)Oc1ccc(N=Cc2cccs2)cc1	3.7	-9.3	x
CCc1nc2n(n1)C(=O)C(C(c1cccc(Br)c1)N1CCC(C(=O)OC)CC1)S2 (centres undefined)	-2.1	-6.9	-8.3
CCOc1ccccc1NC(=O)Cn1nc(-c2cccs2)c2sc(N3CCOCC3)nc2c1=O	-3.4	-7.8	-7.8
O=C(COc1ccc(Cl)cc1)Nc1nc(-c2ccccc2)c(C(=O)c2ccccc2)s1	-3.8	-6.4	-5.1
O=C1NC(=O)N(Cc2cccs2)C1=O	1.3	-5.7	-3.9
CP(=O)(Nc1ccc([N+](=O)[O-])cc1)c1nc2c(s1)CCCC2 (centres undefined)	8.5	-2.8	x
COCCOC(=O)C1=C(C)N(C)C(=S)NC1c1cccc(NS(=O)(=O)c2ccc(C)cc2)c1 (centres undefined)	18.8	-12.8	-7.2
O=C(c1cccc2c1OCC2)N1CCCC(CO)(Cc2ccccc2)C1 (centres undefined)	-3.9	-4.5	x
CCn1cncc1CNC(=O)CC1C(=O)NCCN1Cc1ccccc1F (centres undefined)	2.4	-6.5	-17.4
Cn1c(=O)c(C(=O)Nc2cc(Cl)ccc2Cl)cc2cccnc21	1.6	5.1	x
O=C(CC1Cn2ncc(-c3ccccc3)c2NC1=O)NCCCN1CCOCC1 (centres undefined)	1.2	-8.8	-7.5
CCOc1ccc(S(=O)(=O)Nc2cc(-c3cn4nc(OC)ccc4n3)ccc2C)cc1	-12.6	-0.4	-7.0
O=C(Cn1[nH]c(=O)c2ccccc2c1=O)N1CCCC1Cc1ccccc1 (centres undefined)	5.9	-12.9	-6.7
Cc1cc(C)c(NC(=O)CN(C)C(=O)c2ccc(Cl)c(N3CCCC3=O)c2)c(C)c1	-0.4	-4.0	-6.4
Cc1c(C(=O)NCc2ccc3c(c2)OCCO3)sc(=O)n1Cc1cccc(C(F)(F)F)c1	8.7	-7.4	x
Cc1ccc(S(=O)(=O)Oc2cccc(-c3nc4cc(C)ccc4o3)c2)cc1	5.2	4.0	1.0
NC1=NC(=O)/C(=C\c2cc([N+](=O)[O-])ccc2Cl)S1	9.3	-4.6	0.7
COc1ccc(-n2cc(-c3ccnc(NCCN4CCNC4=O)n3)cn2)cc1	37.8	-6.9	x
N#Cc1ccc(C(=O)N2CCCCC2c2cc(C(=O)NCc3ccccc3)no2)cc1 (centres undefined)	3.4	-4.6	-5.7
COc1ccc(C)cc1NC(=O)N1CCC(CCc2ccc(C(F)(F)F)cc2)CC1	1.3	-7.1	-8.3
CCc1cccc2c(C(CC(=O)NC3CC3)c3cccc(C(F)(F)F)c3)c[nH]c12 (centres undefined)	x	1.0	-1.8
CCCCCc1nnc(NC(=O)c2ccc(=O)n(C)n2)s1	-5.3	-8.5	x
COc1ccc(COC(=O)C2=C(C)NC(=O)NC2c2cc(OC)ccc2OC)cc1 (centres undefined)	-3.7	0.1	x
Cc1ccc(C2CC(C(F)(F)F)n3ncc(C(N)=O)c3N2)cc1 (centres undefined)	-1.6	-6.1	-8.7
Cc1cc(Nc2cccc(S(N)(=O)=O)c2)c2ccc(C(F)(F)F)cc2n1	8.1	-6.6	-9.8
CN(C)CC1(O)CCCN(C(=O)CCCc2cn[nH]c2)C1 (centres undefined)	8.3	-7.0	x
O=C(c1ccc(F)cc1)N1CCC(C(NS(=O)(=O)c2ccccc2)C(=O)N2CCOCC2)CC1 (centres undefined)	-7.1	2.5	0.5
O=C1CN(C(=O)C2CC(=O)N(c3ccccc3F)C2)c2ccccc2N1 (centres undefined)	-0.6	-11.9	x
CCC1CN(CCNC(=O)c2cccnc2OC)Cc2cc(OC)ccc2O1 (centres undefined)	4.2	-3.3	-24.8
CC(=O)Nc1cccc(-c2nc(CC3CCN(C)CC3)no2)c1	7.4	-7.1	-11.4
Cc1cccc(CN(C(=O)CCNS(C)(=O)=O)C(C)C)c1	2.3	-3.8	x
CCOC(=O)c1c(C)oc(N)c1C(N)=O	7.8	-3.8	x
Cc1nnc(SCC(=O)NC(=O)Nc2ccccc2)n1C1CC1	1.0	-11.5	-7.7
Cc1ccc(C(=O)NCCC2=CCCCC2)cc1NC(=O)C1CC1	1.2	-8.1	x
COc1ccc(NC(=O)N2CCc3nc(Cc4cccc(F)c4)[nH]c(=O)c3C2)cc1	-6.1	-1.7	1.4
O=C(CCc1nc(-c2ccccc2)no1)N1CCCC(Nc2ccc3c(c2)OCCO3)C1 (centres undefined)	5.8	-7.2	x
CC(NC(=O)CCN(c1nc(-c2cccs2)nc2ccccc12)C1CC1)c1ccccc1 (centres undefined)	15.6	-2.5	-8.4
Cn1c(CO)cnc1SCc1csc(-c2ccoc2)n1	6.0	-4.6	-10.2
CC(C1CC1)n1nccc1NC(=O)c1cnc(-c2cnn(C)c2)s1 (centres undefined)	8.6	-3.5	-12.2
CCn1ccnc1CN(C)C(=O)c1cc(COc2ccc3c(c2)OCO3)[nH]n1	1.7	-10.4	x
CCCC(=O)Nc1c(-c2ccccc2OC)nc2cc(C)ccn12	-6.3	-7.9	-6.5
Cc1nc2sccn2c1C(=O)N1CCC(n2nccc2NC(=O)C(C)(C)C)CC1	5.0	-6.1	x
Cc1ccc(OCC(=O)NNC(=O)c2ccccc2C)cc1	-3.4	-6.6	x

Later entries
SMILES	NPYLR7 agonist	hcGAS inh	mcGAS inh
CN(CC(=O)Nc1ccc(N2CCCC2=O)cc1)Cc1cccc(F)c1	-4.3	-8.9	x
COCCNc1nc(SC)nc2c1cnn2CCNC(=O)c1cc2ccccc2o1	x	3.3	2.1
O=[N+]([O-])c1ccc(S(=O)(=O)N2CCCN(c3nc(Cc4ccccc4)ns3)CC2)cc1	19.0	-8.4	-4.1
Cc1ccc(/C=C/S(=O)(=O)N2CCC(C(=O)O)CC2)cc1	7.7	-11.7	-6.8
Cc1ccc2nc(C)c(NC(=O)c3ccco3)c(=O)n2c1	3.3	-14.4	x
O=C(c1ccco1)N1CCCN(c2nccc(CCC(F)(F)F)n2)CC1	-6.4	-0.6	x
C=c1ccccc1=c1[nH]/c(=C\c2ccccc2C(F)(F)F)c(=O)o1	-1.4	-1.8	-4.7
O=S(=O)(Cc1ccc(Cl)cc1Cl)c1cn[nH]n1	-2.3	-8.9	-16.4
COc1ccc(CC2CN(CCC(=O)O)CCO2)cc1 (centres undefined)	x	-0.6	-7.6
Cc1n[nH]c(C)c1S(=O)(=O)NCCn1ncc2c(N3CCCC3)ncnc21	2.0	-3.7	x
CC(=O)Cn1c(=O)c2c(nc3n(-c4ccccc4F)c(-c4ccccc4)cn23)n(C)c1=O	-3.0	-7.4	x
CCOc1ccc(-n2ccnc(SCC(=O)NCCC(C)C)c2=O)cc1	3.9	7.6	0.6
COc1ccc(F)c(-c2nccn2CCCn2ccnc2)c1	5.5	-9.1	-18.1

Bioassay records deposited in PubChem BioAssay by Fisher Drug Discovery Resource Center.
